Assay outcomes as filed in PubChem.
RXFP1 antagonist = antagonists of human relaxin receptor RXFP1; HEK293-RXFP1, relaxin-stimulated cAMP HTRF, 30 min; active compounds read low; activity change, negative = inhibition, % at 57.5 µM; hit rate 0.59% among 350,000; AID 1259400;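 active means activity change of -60% or lower, but not beyond a set lower limit; inconclusive means change between -60% and -40%, or beyond the set limit; inactive means change above -40%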; further: on the % scale 0 is the no-effect control and ±100 the full control effect
Target sequence (Q9HBX9 whole entry, looked up): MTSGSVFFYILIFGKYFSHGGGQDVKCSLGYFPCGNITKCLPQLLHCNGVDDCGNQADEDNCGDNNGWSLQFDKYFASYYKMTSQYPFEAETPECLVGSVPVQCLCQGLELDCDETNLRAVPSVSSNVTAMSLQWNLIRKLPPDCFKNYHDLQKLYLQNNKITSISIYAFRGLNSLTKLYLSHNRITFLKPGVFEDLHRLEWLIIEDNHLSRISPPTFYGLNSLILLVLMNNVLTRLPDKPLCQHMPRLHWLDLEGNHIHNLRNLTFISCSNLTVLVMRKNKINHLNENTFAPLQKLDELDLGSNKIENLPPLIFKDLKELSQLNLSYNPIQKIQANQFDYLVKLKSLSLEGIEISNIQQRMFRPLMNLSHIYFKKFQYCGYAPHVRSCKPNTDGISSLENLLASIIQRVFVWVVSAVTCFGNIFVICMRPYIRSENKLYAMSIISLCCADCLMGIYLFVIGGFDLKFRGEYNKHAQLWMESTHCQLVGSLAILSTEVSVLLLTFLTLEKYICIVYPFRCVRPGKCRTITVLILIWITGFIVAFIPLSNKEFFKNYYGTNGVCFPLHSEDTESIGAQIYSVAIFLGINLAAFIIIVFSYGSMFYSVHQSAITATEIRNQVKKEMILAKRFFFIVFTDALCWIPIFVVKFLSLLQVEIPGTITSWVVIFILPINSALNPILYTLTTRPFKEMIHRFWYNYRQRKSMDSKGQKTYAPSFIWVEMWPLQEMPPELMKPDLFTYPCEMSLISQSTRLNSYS
D1 antag = blocks dopamine activation of the human D1 receptor | P21728 | HEK293 TREx D1 cells, calcium flux, dopamine EC80; active compounds read low | activity change, negative = inhibition, % at 10 µM | hit rate 3.2% among 360,000 | AID 504652; in the data active means activity change below about -30%; further: on the % scale 0 is the no-effect control and ±100 the full control effect
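Inducible Hek293 Trex D1 cells (tetracycline, overnight, 30 C). Calcium dye 30–90 min RT. Antagonist mode: EC80 dopamine added after 180 s compound read.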
RXFP1 ag = RXFP1 (human) receptor agonism; hit rate 0.3% among 370,000; Potency, µM (series often up to 57.5 µM), for inactives: top-dose activation, most hits filed as activators; HEK293T-RXFP1 cAMP TR-FRET, 30 min; response scale: percent of porcine relaxin response, buffer zero; active means well fitted activation curve with a large enough effect; inconclusive means small, poorly fitted or top-dose-only effect; further: potency means the concentration at half of the fitted maximal effect; on the % scale 0 is the no-effect control and ±100 the full control effect; nearly all actives have a fitted effect of over 60% in size; many of its hits are not listed in these tables
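HEK293 cells stably expressing RXFP1, treated 30 min at 37C with compounds plus PDE4 inhibitor Ro 20174; cAMP measured by HTRF TR-FRET. Normalized to buffer and 29 nM porcine relaxin; EC50 by Hill fit.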
D2 ag = agonists of human D2 dopamine receptor; P14416; HEK293 T-REx D2 cells, calcium flux agonist mode; activation, % at 2 µM; hit rate 0.53% among 340,000;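 active means activation over 3 SD above normal in the single-dose calcium agonist read, cut at about 30% in these data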; further: 0% is about no effect
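In this primary screen, compounds producing a positive calcium signal within 180 s of addition to tetracycline-induced, force-coupled HEK293 Trex D2 cells are flagged; cells are dye-loaded with a no-wash calcium kit beforehand.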
TRHR PAM = allosterically enhances the human TRH receptor | P34981 | TRHR cells, fluo-8 calcium fluorescence, EC20 TRH enhancement | enhancement, % at 2 µM | hit rate 0.66% among 360,000 | AID 493056; in the data active means enhancement above about 30%; further: 0% is about no effect
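TRHR-expressing cells loaded with fluo-8 calcium dye were read kinetically (ex 480/em 530) during compound addition, then stimulated with an EC20 of TRH (10 nM final). Enhancement of the Gq-mediated intracellular calcium response was scored.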
D2 potentiator = D2 dopamine receptor (human) potentiation; P14416; HEK293 T-REx D2, calcium flux, EC20 dopamine potentiation; potentiation, % at 10 µM; hit rate 0.34% among 340,000; AID 485347;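 active means potentiation over 3 SD above the plate norm, cut at about 30% in these data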; further: 0% is about no effect
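Using a no-wash calcium dye in inducible, force-coupled HEK293 Trex cells expressing D2, we tracked fluorescence each second for 180 s after compound, then for 180 s after EC20 dopamine to detect augmented signalling.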
D2 antagonist = antagonists of human D2 dopamine receptor. P14416. HEK293 TREx D2 cells, calcium flux, dopamine EC80. inhibition, % at 10 µM. hit rate 2% among 340,000; in the data active means inhibition above about 30%; further: 0% is about no effect
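In this primary screen, negative modulation is detected by tracking calcium flux after an EC80 dopamine challenge in inducible HEK293 T-REx D2 cells preexposed to test compound for 180 s.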
D1 agonist = human D1 receptor agonism. P21728. hit rate 1% among 360,000. AID 504660. activation, % at 2 µM. HEK293 T-REx D1 cells, calcium flux, agonist mode; in the data active means activation above about 30%; further: 0% is about no effect
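Inducible HEK293 T-REx D1 cells, force-coupled to calcium signalling, were plated at 4000 cells/well with tetracycline and held overnight at 30 C. After no-wash calcium dye loading, compound-evoked calcium rise over 180 s flagged agonists.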
D1 PAM = human D1 dopamine receptor positive modulation | P21728 | HEK293 TREx D1 cells, calcium flux, dopamine EC20 potentiation | potentiation, % at 10 µM | hit rate 0.036% among 360,000; in the data active means potentiation above about 30%; further: 0% is about no effect
Active calls of the source: *; ? = inconclusive; . = not tested or not shown.

Results follow in this order: RXFP1 antagonist	D1 antag	RXFP1 ag	D2 ag	TRHR PAM	D2 potentiator	D2 antagonist	D1 agonist	D1 PAM
COc1ccccc1C1Nc2cccc3cccc(c23)N1
 : -2	9	0.2%	-0.6	-1	0	-20	-3	-5
COc1ccc(N2CCN(CC(=O)N3CCC(C)CC3)CC2)cc1
 : 14	5	0.0%	-0.3	4	9	-3	3	1
CC1CN(C(=O)CSc2nnc(-c3ccc(Cl)cc3)n2C)CC(C)O1 (configuration not stated)
 : -11	7	0.5%	0.3	-3	4	-14	1	3
CC(C)(C)OC(=O)NC(Cc1ccccc1)C(=O)N1CCC(C(=O)NCC(=O)Nc2ccc(F)cc2)CC1 (configuration not stated)
 : -10	3	-0.1%	1.0	0	8	-5	19	-3
Cc1ccc(N(C(=O)CC2NC(=O)NC2=O)C2(C(=O)NC3CCCC3)CCCCC2)cc1 (configuration not stated)
 : -9	-1	-0.1%	0.5	-1	0	-10	1	-5
O=C(COC(=O)c1cccs1)NCc1ccccc1
 : 2	-18	-1.4%	.	-4	.	.	1	-1
CC(=O)Nc1cccc(NC(=S)Nc2ccc(F)cc2F)c1
 : 11	-17	1.7%	1.1	4	-1	-4	1	-1
CC(Cn1cncn1)NC(=O)c1cc(COc2cccc(C(F)(F)F)c2)on1 (configuration not stated)
 : -9	-7	-0.6%	-0.9	-4	-10	3	2	9
COC(=O)c1sccc1NC(=O)Nc1ccc(C)c(C)c1
 : 8	-12	0.6%	0.4	-1	-4	-3	1	1
CCOC(=O)C(CC)n1nc(C)n2c(cc3sccc32)c1=O (configuration not stated)
 : -3	8	4.5%	-0.7	-7	14	6	0	0
COc1ccc(OC)c(NC(=O)CSc2nnnn2-c2ccc3c(c2)OCO3)c1
 : 19	-6	0.9%	0.1	-5	-7	-21	3	8
O=C(CSc1nnc(C2CC2)n1-c1ccccc1)N1CCNC1=O
 : 4	-1	1.0%	0.2	3	-2	1	0	2
Cc1ccc(CCNC(=O)CN2C(=O)COc3ccc(S(=O)(=O)N4CCCCCC4)cc32)cc1
 : -3	-2	0.2%	0.8	1	-9	.	1	-4
COC(=O)c1sccc1NC(=O)c1ccoc1C
 : 10	2	-0.2%	-1.3	1	11	3	0	-3
CC(=O)Nc1ccc(N2CCN(C(C)=O)CC2)cc1
 : -11	6	-1.8%	-1.7	-10	-2	1	4	2
CCCn1c(NCc2ccccc2NS(=O)(=O)c2ccc(C)cc2)nc2ccccc21
 : -15	-9	-0.3%	-0.3	2	-1	-3	1	-2
COc1ccc(CCNC(=O)C2CC3Cn4c(nc5cc6ccccc6cc54)C3N2C)cc1 (configuration not stated)
 : .	-13	-1.9%	-0.4	8	-3	-17	7	-6
Cn1cccc1/C=N/NC(=O)C12CC3CC(CC(C3)C1)C2
 : 2	-6	0.0%	-0.1	-3	-15	-3	1	-7
CCN1CCN(C(=O)N[C@@H](C(=O)N[C@@H]2C(=O)N3C(C(=O)O)=C(CSc4nnnn4C)CS[C@H]23)c2ccc(O)cc2)C(=O)C1=O
 : -13	19	2.7%	1.2	-6	-12	-6	0	-5
O=C(CCNC(=O)c1ccccc1Cl)N/N=C\c1ccc(O)cc1
 : 18	3	0.0%	0.8	-4	-22	7	1	0
CCc1ccc(NC(=O)CN2C(=O)C(c3ccc(C)cc3)=NC23CCCCC3)cc1
 : -7	-1	1.1%	0.3	-6	-5	.	6	-2
Cc1ccc(-n2ncc3c(NCCCN4CCOCC4)ncnc32)c(C)c1
 : .	-1	0.6%	0.1	-14	8	-10	-1	.
COc1ccc(-c2ccc(-c3nc4ccc(C)cn4c3NC3CCCCC3)cc2OC)cc1
 : .	5	14%	-0.4	0	-10	-11	-1	-4
CCOC(=O)c1c(C)[nH]c(C(=O)C(C)Sc2ccc(Cl)cc2)c1C (configuration not stated)
 : 3	6	0.4%	-0.6	8	32*	16	17	-12
O=C(NC(=S)Nc1cccc2c(O)cccc12)c1ccco1
 : -13	-5	-1.1%	1.7	-1	0	12	25	1
COc1ccc(-c2ccc(NS(=O)(=O)c3ccc(F)c(C(F)(F)F)c3)cc2)nn1
 : -19	-14	2.4%	.	4	1	.	9	-3
COc1ccc(-c2csc3nc(C)nc(N4CCN(C(C)=O)CC4)c23)cc1OC
 : -12	-6	2.9%	-0.1	6	7	-2	2	7
O=C(O)c1ccnc(SCC(=O)c2ccccc2)c1
 : 4	25	0.6%	2.2	-3	-2	-2	2	-3
CCOC(=O)NC(=O)COC(=O)c1cccc2ccccc12
 : -10	6	1.9%	0.3	6	1	-14	-1	5
Cc1ccc(NC(=O)CC2SC(=Nc3ccc(O)cc3)NC2=O)cc1 (configuration not stated)
 : -17	3	0.2%	1.7	10	17	-7	1	2
Cc1ccc(S(=O)(=O)c2cc3c(=O)n4cc(C)ccc4nc3n(CC3CCCO3)c2=N)cc1 (configuration not stated)
 : .	10	0.1%	0.9	2	8	-4	1	5
O=C(CSc1nc2c(cnn2-c2ccc(F)cc2)c(=O)[nH]1)N1CCCCCC1
 : .	15	1.1%	.	2	-5	.	1	4
CC(C)(C)NC(=O)NC(=O)COC(=O)CCC1CCCCC1
 : -15	8	-0.1%	0.9	-2	6	13	1	-3
O=C1Nc2ccccc2C12OC1CCCCC1O2 (configuration not stated)
 : -19	3	-1.0%	0.2	4	12	-21	1	4
CCc1nnc(NC(=O)c2ccc3c(c2)C(=O)N(C(C)(C)C)C3=O)s1
 : -13	-6	1.3%	.	3	19	.	1	-2
C/C(O)=C\c1nc(=O)c2c(C)cc(C)nc2n1-c1ccccc1
 : -5	3	23%	0.2	6	0	-16	1	1
CCOC(=O)c1c(C)sc2c1N(C(=O)CN(CC)CC)c1ccccc1S2
 : -26	3	-4.5%	-0.9	10	-1	.	2	12
Cc1cccc(NC(=O)Cn2cc(C(=O)c3ccco3)c3ccccc32)c1C
 : -27	24	6.2%	.	-1	4	.	2	-4
CC(=O)Nc1cc(C(=O)N2CCN(C)CC2)ccc1S(=O)(=O)c1ccc(C)cc1
 : 23	6	1.8%	0.3	7	20	3	3	-1
O=C(CCC(=O)OCC(=O)c1cccc([N+](=O)[O-])c1)Nc1ccccc1Cl
 : 16	-8	0.7%	-0.4	-8	-8	-2	-1	0
CSc1ccc(S(=O)(=O)N2CCC(C(=O)Nc3ccccc3C(F)(F)F)CC2)cc1
 : -18	-4	2.1%	-0.6	1	11	-7	6	-9
COc1cc(-c2noc(C)c2/C=C/c2ccc(OC(C)=O)cc2)cc(OC)c1OC
 : .	7	-1.0%	-1.3	0	-10	-4	-1	-3
COc1ccc(-c2cc(C(=O)O)n(Cc3ccccc3)n2)cc1
 : .	-8	-1.4%	-0.3	12	0	.	1	1
COc1ccccc1OCCN1C(=O)S/C(=C\c2ccco2)C1=O
 : -27	0	1.9%	-0.3	-7	-3	2	4	-6
Cc1cccnc1NC(=O)CSc1nnc(Cc2ccccc2)o1
 : 2	0	-1.2%	0.2	-6	-4	44*	0	-3
Cc1ccc(CCNS(=O)(=O)c2cnc[nH]2)cc1
 : 4	16	1.3%	0.7	4	-12	-4	2	5
COc1ccc(CCNC(=O)C2CCCN2C(=O)Nc2ccc(F)cc2)cc1OC (configuration not stated)
 : -9	7	1.0%	-3.6	9	5	-4	2	-7
COC(=O)c1ccc(NC(=O)n2ncc3c(C)cccc32)cc1
 : -1	-70*	-2.3%	0.5	5	6	.	2	6
Cn1c(CC(=O)Nc2ccccc2)nnc1SCC(=O)NC1=NCCS1
 : -4	-11	-1.7%	0.4	-9	11	-3	0	-1
CC(Sc1nc(C(C)(C)C)cc(-c2ccccc2)c1C#N)C(=O)Nc1ccccc1 (configuration not stated)
 : 2	-1	1.1%	-0.1	4	-1	3	6	-9
CN(C)CCOC(=O)c1ccc2c(c1)S(=O)(=O)c1ccccc1C2=O
 : -14	1	0.0%	-0.7	-10	0	8	5	-1
COc1ccc(OC)c(/C(C)=N\NC(=O)c2cc3cc(Cl)ccc3n2C)c1
 : -5	15	1.8%	-1.0	3	-11	-5	1	0
CC1CCN(S(=O)(=O)c2ccc3c(c2)NC(=O)CS3)CC1
 : 3	-15	0.2%	0.0	2	8	0	2	-6
O=C(c1ccc2nc3ccccc3c(=O)n2c1)N1CCN(Cc2ccc3c(c2)OCO3)CC1
 : -3	-19	3.6%	1.1	0	-2	-5	0	-2
COc1cc2c(cc1OC)-c1cc(N3CCc4ccccc43)nc(=O)n1CC2
 : -23	-4	6.7%	0.6	7	8	-35	1	-2
Cc1nc2cccnc2n1-c1cccc(C(=O)NCCN(C)C)c1
 : -7	3	13%	1.5	2	-1	.	-1	-3
CCCNC(=O)C1CCC(Cn2c(=O)c3sccc3n(Cc3ccccc3C)c2=O)CC1 (configuration not stated)
 : -11	-7	1.9%	1.6	6	3	.	2	-2
CCN1c2ccccc2NC2N=C(OC)C(c3ccccc3)C21 (configuration not stated)
 : -13	0	0.9%	3.8	-8	-34	-4	1	1
CC(C)C[C@H](NC(=O)c1nc[nH]c1C(=O)N1CCN(C(=O)OC(C)(C)C)CC1)C(=O)OC(C)(C)C
 : .	41	0.4%	-0.1	-7	-5	-10	6	-5
FC(F)(F)c1cccc(CNC(=S)Nc2ccccc2)c1
 : ?	-12	0.0%	0.6	-2	-11	-11	16	-3
CCCN(C(=O)CSc1nc2c(cnn2-c2ccccc2)c(=O)[nH]1)C1CCS(=O)(=O)C1 (configuration not stated)
 : -13	1	2.9%	1.3	0	5	14	1	-3
CCCN(CC(=O)Nc1cccc(Br)c1)CC(=O)Nc1ccc(F)c(F)c1F
 : -6	-21	0.7%	1.2	4	-9	0	7	-7
Cc1nc2c(c(=O)n1Cc1ccco1)c1nc3ccccc3nc1n2Cc1ccccc1
 : .	3	-0.8%	-0.6	-2	-2	-8	1	1

4 compounds drawn at random from the list so far, as already listed:
Results follow in this order: RXFP1 antagonist	D1 antag	RXFP1 ag	D2 ag	TRHR PAM	D2 potentiator	D2 antagonist	D1 agonist	D1 PAM
CCOC(=O)c1c(C)sc2c1N(C(=O)CN(CC)CC)c1ccccc1S2
 : -26	3	-4.5%	-0.9	10	-1	.	2	12
COc1cc(-c2noc(C)c2/C=C/c2ccc(OC(C)=O)cc2)cc(OC)c1OC
 : .	7	-1.0%	-1.3	0	-10	-4	-1	-3
CC(=O)Nc1cc(C(=O)N2CCN(C)CC2)ccc1S(=O)(=O)c1ccc(C)cc1
 : 23	6	1.8%	0.3	7	20	3	3	-1
O=C(CCC(=O)OCC(=O)c1cccc([N+](=O)[O-])c1)Nc1ccccc1Cl
 : 16	-8	0.7%	-0.4	-8	-8	-2	-1	0

The list is partial (hit frequency here may not be typical).
